High-throughput results (PubChem)
DNMT1 inh: human DNMT1 methyltransferase inhibitors, primary screen, biochemical, molecular beacon, fluorescence, HinP1I cleavage, uHTS. DNA (cytosine-5)-methyltransferase 1 (Homo sapiens), P26358. inhibition (reported as % activation of signal), % at 10 µM. 0.83% of 360,000 active; in the data active = inhibition above about 50%
CendR NRP1 mod: modulators of CendR peptide binding to NRP-1, primary screen, biochemical, fluorescence polarization, uHTS. Neuropilin-1 (Homo sapiens), O14786. AID 602438, 2012. inhibition, % at 25 µM. FAM-RPARPAR peptide binding to NRP-1. 0.85% of 360,000 active;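 active = inhibition or corrected inhibition above about 18%, plus a signal ratio from 0.5 to 1.5, limit read from the data, passing the limit was not always enough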; also: strong numbers were not always called active
SUMO1 PPI mod: modulators of SUMO1 protein-protein interactions, primary screen, biochemical, uHTS | SUMO1 binding to a labelled peptide, TR-FRET, 1 h | 0.33% of 360,000 active | Small ubiquitin-related modifier 1 (Homo sapiens), P63165 | AID 602429, 2012 | inhibition, % at 20 µM; in the data active = inhibition above about 37%
Target sequence (P63165 whole entry, looked up): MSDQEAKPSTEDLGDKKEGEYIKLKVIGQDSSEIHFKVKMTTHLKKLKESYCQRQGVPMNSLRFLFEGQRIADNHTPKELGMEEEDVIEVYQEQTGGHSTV
SKN-1 block: suppressors of acrylamide-induced Pgst-4::GFP reporter in worms, primary screen, SKN-1 inhibitor project, whole organism, uHTS, GFP/RFP fluorescence ratio, strain VP596 | AID 624304, 2012 | inhibition, % at 21.8 µM | 0.49% of 360,000 active | C. elegans VP596 Pgst-4::GFP/RFP ratio, 24 h;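 active = interference check ratio from 0.5 to 1.5 plus GFP to RFP signal ratio inhibition reaching or exceeding a fixed threshold, cut at about 30% in these data, passing the limit was not always enough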; also: some compounds called inactive have numbers as strong as hits
LMPTP block: LMPTP phosphatase inhibitors, primary screen, biochemical, fluorescence intensity, uHTS | recombinant LMPTP-A, OMFP fluorogenic substrate | inhibition, % at 20 µM | 0.22% of 360,000 active | AID 651560, 2012;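 active = compounds that cut the enzyme signal by at least half of the control window in the single-dose screen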;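 also: plate controls were DMSO wells with enzyme plus substrate for no effect and substrate without enzyme for full effect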
Target sequence (P24666 whole entry, looked up): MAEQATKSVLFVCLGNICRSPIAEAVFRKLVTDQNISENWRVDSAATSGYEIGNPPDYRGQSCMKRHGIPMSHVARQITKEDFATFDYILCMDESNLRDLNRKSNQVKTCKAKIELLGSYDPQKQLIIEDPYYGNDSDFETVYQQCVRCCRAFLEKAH
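Assay system: LMPTP-A phosphatase enzyme | Input: 0.625 nM enzyme | Also added: Fluorogenic phosphatase substrate OMFP at 400 µM final | Compound dosing: One test concentration per compound, 20 µM, with 3% DMSO overall | Schedule: 50 min enzyme reaction at room temperature, protected from light | Signal: Fluorescence intensity | Benchmarks: no-enzyme and uninhibited controls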
NadD block: inhibitors of S. aureus NadD, primary screen, biochemical, colorimetric, uHTS; Nicotinate-nucleotide adenylyltransferase NadD (Staphylococcus aureus N315); purified NadD enzyme, colorimetric absorbance read-out; inhibition, % at 20 µM; 0.78% of 360,000 active; AID 602399, 2012; in the data active = inhibition above about 26%; also: some compounds past the cut are filed as inactive
STEP inh: STEP phosphatase inhibitors, primary screen, biochemical, fluorescence intensity, uHTS. recombinant STEP, OMFP fluorogenic substrate. 0.25% of 360,000 active. inhibition, % at 20 µM;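 active = inhibition at 20 µM, scaled per plate between control wells, above about 37%, limit read from the data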;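 also: 0% = DMSO with enzyme and substrate and 100% = substrate only without enzyme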
Target sequence (P54829 whole entry, looked up): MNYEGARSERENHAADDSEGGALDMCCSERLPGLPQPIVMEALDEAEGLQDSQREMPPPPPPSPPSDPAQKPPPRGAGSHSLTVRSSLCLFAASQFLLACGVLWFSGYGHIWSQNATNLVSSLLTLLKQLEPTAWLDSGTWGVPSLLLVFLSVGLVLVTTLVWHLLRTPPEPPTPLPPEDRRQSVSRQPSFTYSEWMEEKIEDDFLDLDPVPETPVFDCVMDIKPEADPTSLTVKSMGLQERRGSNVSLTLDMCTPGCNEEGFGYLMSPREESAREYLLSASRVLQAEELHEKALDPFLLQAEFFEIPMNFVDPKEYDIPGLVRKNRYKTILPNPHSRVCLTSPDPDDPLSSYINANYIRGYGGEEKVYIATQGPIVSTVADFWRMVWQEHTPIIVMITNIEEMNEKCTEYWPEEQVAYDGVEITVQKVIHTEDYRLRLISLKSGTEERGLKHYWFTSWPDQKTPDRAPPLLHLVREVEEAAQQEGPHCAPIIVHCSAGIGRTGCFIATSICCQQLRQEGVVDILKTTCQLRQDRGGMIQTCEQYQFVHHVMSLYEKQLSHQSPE
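material = STEP tyrosine phosphatase | reagent = fluorogenic phosphatase substrate OMFP at 25 µM final | doses = single compound dose of 20 µM, 1% DMSO final | schedule = 20 min reaction, room temperature, in the dark | measured by = fluorescence, 480/540 nm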
MT1-MMP act inh: blockers of MT1-MMP proenzyme processing, primary screen, HT1080 RFP-PRO-GFP cells, GFP/RFP fluorescence; Matrix metalloproteinase-14 (Homo sapiens), P50281; GFP/RFP ratio fluorescence, overnight; percent of plate control window, DMSO zero; GFP/RFP ratio change, % at 20 µM; 0.061% of 360,000 active;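 active = GFP/RFP ratio change of at least 30% with cell ATP level not reduced by more than half and red fluorescence within 50% of control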; also: strong numbers were not always called active
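Compound: 20 µM single dose, 1% DMSO / System: HT1080 RFP-PRO-GFP cells / Controls: DMSO and RFP-L50D-GFP cell wells / Read-out basis: GFP/RFP fluorescence ratio / Schedule: overnight compound exposure at 37 °C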
Rpn11 block: Rpn11 (PSMD14) deubiquitinase inhibitors, primary screen, biochemical, fluorescence polarization, uHTS; 26S proteasome non-ATPase regulatory subunit 14 (Homo sapiens), O00487; human 26S proteasome, Ub4-pepOG fluorescence polarization; 20S core pre-blocked with epoxomicin; calls only at 20 µM; 0.59% of 360,000 active; AID 588493, 2011;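 active = inhibition at 20 µM, scaled to each plate's controls, above about 33%, limit read from the data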
Scp1 inh: Scp-1 phosphatase inhibitors, primary screen, biochemical, colorimetric, uHTS. Carboxy-terminal domain RNA polymerase II polypeptide A small phosphatase 1 (Homo …. Recombinant Scp1, phosphopeptide, malachite green phosphate absorbance. inhibition, % at 20 µM. 0.88% of 340,000 active;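 active = inhibition above about 50% at 20 µM, limit read from the data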;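 also: plate controls were DMSO wells with enzyme for no effect and wells lacking enzyme for full effect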
Target sequence (Q9GZU7 76-261 limits assumed): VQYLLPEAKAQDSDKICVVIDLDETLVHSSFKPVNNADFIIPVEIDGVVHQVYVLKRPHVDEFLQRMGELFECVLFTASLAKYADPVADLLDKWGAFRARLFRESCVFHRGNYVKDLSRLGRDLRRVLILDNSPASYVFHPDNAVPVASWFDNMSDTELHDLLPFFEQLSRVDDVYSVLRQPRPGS
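Incubation: 45 min enzyme reaction at room temperature / System: truncated SCP-1 phosphatase (76-261aa) / Reagent: Phospho 17-mer peptide substrate / Buffer or medium: Acidic Tris acetate buffer with magnesium and detergent / Signal: absorbance at 630 nm / Doses: one concentration, 20 µM, with 1.0% DMSO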
Active calls of the source: *; i = inactive; · = not tested or not shown; + = active, no number.

SMILES	DNMT1 inh	CendR NRP1 mod	SUMO1 PPI mod	SKN-1 block	LMPTP block	NadD block	STEP inh	MT1-MMP act inh	Rpn11 block	Scp1 inh
CC(=O)c1c(C)[nH]c(C(=O)Nc2ccc(Cl)c(S(=O)(=O)N3CCOCC3)c2)c1C	2	-2	2	-4	0.6	-1	-1	13	i	2
O=S(=O)(c1ccccc1)N1CCCCC1CCc1ccccc1 (stereo not drawn)	-2	5	-1	1	1.8	1	3	0	i	-8
O=C(NCc1cccnc1)Nc1cccc([N+](=O)[O-])c1	-1	12	-33	-7	1.2	-9	1	-1	i	-5
CN(CC(=O)Nc1cccc(F)c1)C(=O)CCCc1c[nH]c2ccccc12	-8	1	2	-1	0.5	-4	-3	1	i	-7
O=C(COC(=O)Cc1ccc(F)cc1)Nc1ccc(Cl)cn1	3	-1	4	-12	-1.3	5	-3	-2	i	-2
O=C(N/N=C/c1ccccc1F)c1cc2c(ccc3ccccc32)o1	82*	3	10	4	36	12	97*	-1	+	103*
CCOC(=O)/C(C#N)=C/c1ccc(-c2ccsc2C(=O)OC)o1	6	-42	-3	-7	-0.9	4	-7	-17	i	-4
CCC1CCCCN1CCCNC(=O)c1c(O)nc2c(C)cccn2c1=O (stereo not drawn)	-1	12	-7	17	-0.3	-4	0	3	i	-6
CN(Cc1nc(Cc2cccc(F)c2)no1)CC1CCOCC1	1	-6	-6	-4	-0.8	-1	0	-3	i	-3
CCNC(=O)C1(C)CCCN(CCOc2ccc(Cl)cc2)C1 (stereo not drawn)	0	-1	-3	-8	4.1	-4	-2	-1	i	·
Cn1c(CO)cnc1SCC(=O)c1ccc(Br)cc1	0	3	6	-16	-0.6	-4	-3	-6	i	-9
Cc1oc2c(CN3CCCC3)c(O)ccc2c(=O)c1-c1ccc(Br)cc1	0	7	3	10	2.0	-4	5	-4	i	19
C=CCC1(CC=C)CCCN1Cc1nc(COc2ccccc2)no1	5	-30	-2	2	0.1	6	-3	-9	i	-4
Cc1ccc(-n2c(=S)sc3c(=O)n(-c4ccc(F)cc4)c(SCC(=O)O)nc32)cc1C	0	0	-7	-1	-1.0	-3	4	4	i	-7
Cc1csc2ncc(C(=O)N3CCc4ccccc43)c(=O)n12	7	-12	-7	-13	-1.0	4	-2	0	i	-4

Structural class: those above with a Cl atom (3)
SMILES	DNMT1 inh	CendR NRP1 mod	SUMO1 PPI mod	SKN-1 block	LMPTP block	NadD block	STEP inh	MT1-MMP act inh	Rpn11 block	Scp1 inh
CC(=O)c1c(C)[nH]c(C(=O)Nc2ccc(Cl)c(S(=O)(=O)N3CCOCC3)c2)c1C	2	-2	2	-4	0.6	-1	-1	13	i	2
O=C(COC(=O)Cc1ccc(F)cc1)Nc1ccc(Cl)cn1	3	-1	4	-12	-1.3	5	-3	-2	i	-2
CCNC(=O)C1(C)CCCN(CCOc2ccc(Cl)cc2)C1 (stereo not drawn)	0	-1	-3	-8	4.1	-4	-2	-1	i	·

Later entries:
SMILES	DNMT1 inh	CendR NRP1 mod	SUMO1 PPI mod	SKN-1 block	LMPTP block	NadD block	STEP inh	MT1-MMP act inh	Rpn11 block	Scp1 inh
CCOC(=O)C1CCN(c2c(NCCC(C)C)c(=O)c2=O)CC1	2	-14	-5	-4	-1.4	1	2	-5	i	-4
CN(Cc1ccon1)Cc1cn[nH]c1-c1ccc(-c2ccccc2)cc1	-5	0	-1	1	0.3	1	0	0	i	-13
CCOC(=O)c1cc2c(=O)n3ccccc3nc2n(Cc2ccccc2)c1=N	11	-5	-23	-10	2.3	4	1	-8	i	8
CC1CCN(Cc2nnnn2-c2ccc(Cl)cc2)CC1	1	-10	1	7	-1.1	4	0	4	i	-7
O=C(c1ccc(Br)o1)N1CCN(c2ccc(F)cc2)CC1	-1	-8	1	1	-1.0	5	1	4	i	-8
COc1ccc(NC(=O)Nc2ccccc2F)c([N+](=O)[O-])c1	7	-6	-11	0	-1.7	2	-1	·	i	3
O=C(N/N=C1\CCCCc2ccccc21)c1ccccn1	1	-2	6	2	2.6	2	-4	0	i	-1
CC(=O)Nc1cccc(NC(=O)C2C3C=CC(C3)C2C(=O)O)c1 (stereo not drawn)	0	3	1	-5	-0.3	-4	-1	-5	i	-7
O=C(Nc1ccc(N2CCN(C(=O)c3ccco3)CC2)cc1)c1ccccc1	0	10	3	2	-0.1	0	-1	-5	i	-5
CCc1nnc(NC(=O)c2cccc(S(=O)(=O)N3CCCC3)c2)s1	-3	9	2	-3	-1.0	4	3	0	i	0
COc1ccc(N=CC2=C(O)CC(c3ccccc3)CC2=O)c(OC)c1 (stereo not drawn)	-7	-31	-16	1	1.6	-1	-1	-8	i	-2
Cc1ccc(-n2c(C)cc(C=C3C(=O)CC(C)(C)CC3=O)c2C)cc1	20	3	-6	6	1.1	-2	4	-3	i	-4
O=S(=O)(c1ccccc1)N1CCN(Cc2cccc(Br)c2)CC1	4	-14	3	-1	-1.4	-4	1	-1	i	-5
COc1ccc(-c2nc3ccccc3c(=O)n2CCc2ccc(O)cc2)cc1	-2	-10	5	16	1.4	-4	0	-6	i	-7
Cc1ccc(S(=O)(=O)N2C[C@H]3C(=O)C[C@@H](c4cccs4)N(S(=O)(=O)c4ccc(C)cc4)[C@H]3C[C@H]2c2ccccc2)cc1	0	1	0	0	0.0	7	0	2	i	·
CCOC(=O)N/N=C(\C)c1ccc(OC(F)F)cc1OC(F)F	0	9	1	9	-1.0	-5	-4	-1	i	-2
N#Cc1nc(/C=C/c2ccccc2)oc1NCCCN1CCOCC1	0	-2	-23	-5	-5.3	-9	-1	4	i	13
CCC(=O)c1ccc(OCC(=O)OCC(=O)N2c3ccccc3CC2C)cc1 (stereo not drawn)	-1	0	6	3	-0.1	-7	2	-1	i	-9
CC(=O)NCCNC(=O)C1(C)Cc2c(-c3ccccc3)ccnc2O1 (stereo not drawn)	4	-18	1	-11	-1.5	-5	-2	0	i	·
CC(C)CC(=O)Nc1nc(=S)ss1	-3	6	-8	-29	0.0	-3	1	4	i	0
CC[C@@]1(C(=O)OC)N[C@H](CN(C)C(=O)Nc2ccc(F)cc2)[C@@H]2C(=O)N(C)C(=O)[C@@H]21	6	0	1	-1	-1.2	-4	-1	3	i	-11
O=C(Nc1nc(=O)c2ccccc2s1)c1ccccc1	2	3	3	-24	-1.3	-7	-4	-1	i	5
NC(=O)C1(N2CCCC2)CCN(Cc2ccccc2)CC1	0	6	-1	4	0.8	3	-2	8	i	4
Cc1ccc(NS(=O)(=O)c2cc(C(=O)NCCSc3ccc(C)cc3)ccc2C)cc1	-14	-2	2	3	4.9	-7	-3	-27	i	-13
O=C(O)/C=C/C(=O)Nc1ccc(OCc2ccccc2)cc1	-2	22*	0	8	-2.2	-2	-2	1	i	-4
Cc1ccc(SCC(=O)Nc2ccc(N3CCN(c4ccccc4)CC3)c(F)c2)cc1	14	8	-3	17	0.2	11	1	5	i	3
CCN(CC)CCCN(C(=O)c1ccccc1C)c1nc(-c2ccc(OC)cc2)cs1	-3	-2	0	18	-2.0	-7	-4	-3	i	-6
CCN(CCO)c1ccc(N=Nc2cc(C)[nH]n2)cc1	-1	-65	-106	19	10	-5	8	21	+	7
CC(=O)N1CN(C2CCS(=O)(=O)C2)Cc2c1sc1c2CCCC1 (stereo not drawn)	-8	-9	-7	18	-0.5	-2	0	-1	i	-5
CC(=O)Nc1ccc(NC(=O)C(C)OC(=O)CCCOc2ccc(Cl)c(C)c2)cc1 (stereo not drawn)	2	7	-4	10	-0.7	4	-3	1	i	-4
COc1cccc(NC(=O)COc2ccc3c(c2)CCC3)c1	7	6	1	-12	0.7	-3	1	5	i	-10
O=C(c1ccc2nccnc2c1)N1CCN(Cc2ccc3c(c2)OCO3)CC1	-4	-6	-6	13	0.3	4	-2	-2	i	-5
O=[N+]([O-])c1nn(-c2ccccc2)n(O)c1=NCc1ccc2c(c1)OCO2	1	-9	-20	14	-1.1	4	1	-8	i	-6
c1csc(CNc2ncnc3nc[nH]c23)c1	1	-7	3	6	1.1	-5	-1	5	i	-6
Cc1cnc(=O)[nH]c1SCC(=O)Nc1nccs1	0	-12	35	12	-0.5	-4	3	-1	i	0
O=C(/C=C/c1ccc2c(c1)OCO2)N1CCOCC1	7	4	-6	-8	0.8	7	2	1	i	-2
COC(=O)c1cc2oc3ccccc3c2n1CC(=O)Nc1ccccc1OC	-2	10	-4	-5	-2.7	0	1	-3	i	-20
C=CCn1cc(/C=C2/NC(=O)NC2=O)c2ccccc21	3	-7	-7	2	0.0	-1	0	-5	i	-11
CC(C)COP(=O)(OCC(C)C)C(O)c1ccccc1F (stereo not drawn)	0	1	-2	-4	-1.5	-2	-6	5	i	-5
CCOC(=O)C1=NN(C(C)=O)C2(CC(=O)N(c3cc(C)cc(C)c3)C2=O)C1 (stereo not drawn)	0	-7	-1	-12	-1.3	-6	-4	1	i	-5
CC(C)N(C(=O)Cn1cc(SCC(=O)NCc2ccco2)c2ccccc21)C(C)C	-3	-6	-8	-6	-1.1	2	4	-5	i	-12
CC(OC(=O)c1ccccc1NS(=O)(=O)c1cccc(N)c1)C(=O)N(C)Cc1ccccc1 (stereo not drawn)	-4	-9	1	2	2.3	4	3	-1	i	-4
CC1(C)Cc2ccccc2C(=NC(Cc2ccccc2)C(=O)O)N1 (stereo not drawn)	0	7	-2	-1	0.2	1	-1	-1	i	6
Cc1oc(C(C)(C)C)cc1C(=O)N1CCCC1C(=O)O (stereo not drawn)	3	6	0	-12	-1.3	2	0	2	i	5
O=S1(=O)C[C@@H](O)[C@@H](Nc2ccccc2)C1	1	-14	1	22	-2.4	-2	-1	-6	i	-4

Profiles as entered above. Order of screens: DNMT1 inh, CendR NRP1 mod, SUMO1 PPI mod, SKN-1 block, LMPTP block, NadD block, STEP inh, MT1-MMP act inh, Rpn11 block, Scp1 inh
`CC(OC(=O)c1ccccc1NS(=O)(=O)c1cccc(N)c1)C(=O)N(C)Cc1ccccc1` (stereo not drawn) is entered as -4, -9, 1, 2, 2.3, 4, 3, -1, i, -4
`CC(C)N(C(=O)Cn1cc(SCC(=O)NCc2ccco2)c2ccccc21)C(C)C` is entered as -3, -6, -8, -6, -1.1, 2, 4, -5, i, -12
